Source: PubChem BioAssay
Kir21 block – inhibitors of mouse Kir2.1 inward-rectifier potassium channel; B-score at 10 µM; Inward rectifier potassium channel 2 (Mus musculus), P35561; 310,000 compounds, 0.85% hits; HEK293-Kir2.1, FluxOR thallium flux fluorescence; hits give low values;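 active = fluorescence ratio B-score at or below minus 3 SD of library scores, with starting-brightness B-score within 2 SD, cut at about -4.2 in these data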;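 note: channel flux triggered by added potassium and thallium sulfate stimulus; B-score of peak minus minimum fluorescence over baseline after thallium stimulus; more negative B-score means stronger Kir2.1 block with less thallium influx; some compounds called inactive have numbers as strong as hits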
CHT block – inhibitors of human choline transporter CHT | High affinity choline transporter 1 (Homo sapiens), Q9GZV3 | CHT-expressing cells, membrane potential dye, choline response; hits give low values | 310,000 compounds, 0.86% hits | B-score at 10 µM;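 active = B-score over 3 SD under the library average, and starting fluorescence ratio not unusually high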;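 note: choline stimulus applied at its EC90 after an EC20 pre-addition; B-score computed on integrated fluorescence ratio after choline addition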
KCNQ2 inh – KCNQ2 potassium channel inhibitors, primary screen, cell-based, CHO-K1, FluxOR thallium flux, B-score (AID 2156); Potassium voltage-gated channel subfamily KQT member 2 (Rattus norvegicus), O88943; 20 min; hits give low values; B-score at 10 µM; 310,000 compounds, 1.1% hits;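 active = fluorescence ratio B-score at most minus 3 library SDs, with starting brightness B-score within 2 library SDs, cut at about -5.5 in these data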
Target sequence (O88943 whole entry, looked up): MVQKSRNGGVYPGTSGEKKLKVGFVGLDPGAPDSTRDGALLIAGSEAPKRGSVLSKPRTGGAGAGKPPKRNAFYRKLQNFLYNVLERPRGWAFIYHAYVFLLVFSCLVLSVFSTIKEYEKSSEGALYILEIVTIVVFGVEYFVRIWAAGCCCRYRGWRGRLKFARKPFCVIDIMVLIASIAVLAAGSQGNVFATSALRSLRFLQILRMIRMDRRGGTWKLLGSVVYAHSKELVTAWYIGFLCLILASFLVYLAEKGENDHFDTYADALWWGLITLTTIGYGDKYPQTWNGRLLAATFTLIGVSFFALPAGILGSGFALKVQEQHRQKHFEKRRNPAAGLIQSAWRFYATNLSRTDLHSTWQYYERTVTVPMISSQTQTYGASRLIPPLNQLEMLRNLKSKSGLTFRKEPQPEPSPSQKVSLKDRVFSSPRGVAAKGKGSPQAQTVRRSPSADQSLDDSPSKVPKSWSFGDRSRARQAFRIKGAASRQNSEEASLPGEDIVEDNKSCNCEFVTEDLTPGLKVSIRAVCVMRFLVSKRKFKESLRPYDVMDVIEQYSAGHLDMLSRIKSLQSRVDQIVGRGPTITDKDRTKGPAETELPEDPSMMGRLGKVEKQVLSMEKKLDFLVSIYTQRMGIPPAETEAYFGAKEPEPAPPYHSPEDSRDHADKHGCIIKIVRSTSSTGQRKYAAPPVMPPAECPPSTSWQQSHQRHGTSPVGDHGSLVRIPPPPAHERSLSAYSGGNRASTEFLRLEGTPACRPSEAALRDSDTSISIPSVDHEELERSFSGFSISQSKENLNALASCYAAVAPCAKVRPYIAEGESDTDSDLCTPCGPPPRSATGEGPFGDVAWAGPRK
* hit, by the source's call; i = inactive; / = no result given.

canonical_smiles | Kir21 block | CHT block | KCNQ2 inh
CCOC(=O)c1ccc(NC(=O)Cn2nnc(-c3ccc(F)cc3)n2)cc1 | 1.2 | i | i
COc1cc(C(=O)N2CCC(C(=O)Nc3cccc(C(C)=O)c3)CC2)cc(OC)c1OC | 0.68 | i | i
CC(C)Cn1c(=O)[nH]c(=O)c2c(C(F)(F)F)cc(-c3ccccc3)nc21 | 1.3 | i | i
CCOC(=O)N1CCN(C(=O)CCCCn2c(=S)[nH]c3ccsc3c2=O)CC1 | -0.94 | i | i
Cc1ccc(OCCN2CCOCC2)cc1C | 0.72 | i | i
CC(=O)Nc1cc2ccc(OC(C)=O)cc2oc1=O | 0.87 | i | i
COC(=O)C1=C(C)N(Cc2ccccc2)C(=O)N[C@H]1c1ccco1 | -0.12 | i | i
CN(C)c1ccc(C(CNC(=O)c2ccccc2Br)c2c[nH]c3ccccc23)cc1 (stereo unspecified) | 0.54 | i | i
CCOC(=O)CN1C(=O)C(=O)N(Cc2cccc(C)c2)C1=O | 0.04 | i | i
Cc1noc(C)c1S(=O)(=O)N1CCCC(C(=O)NCC2CCCO2)C1 (stereo unspecified) | 0.01 | i | i
CN(C)/C=N/c1nc2nccc(-c3cccc(Cl)c3)n2n1 | 1.3 | i | i
COc1ccc(Cn2ccnc2)cc1[N+](=O)[O-] | -0.12 | i | i
Cc1cccc(N2C(=N)SCC2=O)c1C | -0.26 | i | i
Cc1cc(S(=O)(=O)N2CCOCC2)ccc1OCC(=O)Nc1ccccc1C(F)(F)F | -0.33 | i | i
CCOc1cc(C(=O)Nn2cnnc2)cc(OCC)c1OCC | -0.26 | i | i
Cc1c(C(=O)Nc2ccccc2-c2ccccc2)cccc1[N+](=O)[O-] | -0.74 | i | i
Cc1ccc(CSc2nc3c(c(=O)[nH]2)C(c2ccncc2)C2=C(CCCC2=O)N3)cc1 (stereo unspecified) | 1.4 | i | i
COCC(C)NC(=O)COc1ccc(Cl)cc1Cl (stereo unspecified) | 1.3 | i | i
O=C(CN1C(=O)CCC1=O)Nc1nc(-c2ccc(Oc3ccccc3)cc2)cs1 | -0.82 | i | i
CCCCNc1nnc(SCC(=O)N2CCN(S(=O)(=O)c3ccc4ccccc4c3)CC2)s1 | -1.6 | i | i
CC(=O)c1nn(-c2cccc(Cl)c2)cc1C(=O)c1ccco1 | 2.5 | i | i
CCOC(=O)C1CCCN(C(=O)CCCn2c(=O)c3cccn3c3cccnc32)C1 (stereo unspecified) | 0.04 | i | i
COc1ccc(N2CC(C(=O)Nc3ccccc3C(=O)NCc3ccco3)CC2=O)cc1 (stereo unspecified) | 2.2 | i | i
Cc1sc2nc(SCC(=O)NCc3ccco3)n(Cc3ccccc3)c(=O)c2c1C | -1.2 | i | i
O=C(NC1CCC(NC(=O)C2CCCO2)CC1)C1CCCO1 (stereo unspecified) | -0.03 | / | i
COc1ccc(CCC(=O)Nc2sc(C(=O)N(C)C)c(C)c2C#N)cc1 | 0.25 | / | i
COc1ccc(-c2csc(NCCc3nc4cc(Cl)c(Cl)cc4n3CCCO)n2)cc1 | 0.09 | i | i
CCC/C(O)=C1\C(=O)CC(c2ccccc2)CC1=NCCc1c(C)[nH]c2ccccc12 (stereo unspecified) | 2.3 | i | i
Cc1ccc(C2=NN(CC(=O)NCc3cccs3)C(=O)CC2)cc1 | 0.94 | i | i
Cc1cc(=O)[nH]c(SCc2cccc(Br)c2)n1 | -0.68 | i | i
CC(C)(C)OC(=O)c1c(N)n(CCCN2CCCC2=O)c2nc3ccccc3nc12 | -0.6 | i | i
Cc1cccc(C(=O)NCC(c2cccs2)N2CCOCC2)c1 (stereo unspecified) | -1.3 | i | i
Cc1ccc(C(=O)Nc2ccc3ccccc3c2)cc1 | -0.58 | i | i
O=S(=O)(/N=C(\Nc1ccc(F)cc1)C(F)(F)F)c1ccccc1 | 0.07 | i | i
COc1cc2c(cc1OC)C(COc1ccc([N+](=O)[O-])cc1)N(C(C)=O)CC2 (stereo unspecified) | -1.1 | i | i
Cc1ccc(S(=O)(=O)N(C)C)cc1NC(=O)COc1ccccc1C(=O)Nc1ccccc1 | -0.31 | i | i
O=S(=O)(c1ccccc1)N1CCC(c2ccccc2)CC1 | -0.03 | i | i
C=CCn1c(COc2ccc(F)cc2)nnc1SCC(=O)c1c[nH]c2c(CC)cccc12 | 0.2 | i | i
CCOc1ccc(CCNC(=O)COC(=O)/C=C/c2ccccc2)cc1OCC | -0.59 | i | i
O=S(=O)(NCCOCC(F)(F)F)c1ccc2oc3ccccc3c2c1 | 0.44 | i | i
COCC(=O)N1CCN(c2cccc(C(F)(F)F)c2)CC1 | -0.87 | i | i
COC(=O)c1ccc(COc2ccc(/C=C/C(=O)c3ccc(OC)c(CSCC(=O)O)c3)cc2OC)cc1 | 0.91 | i | i
COc1cc2nc(Cl)nc(N3CCN(C)CC3)c2cc1OC | -1.5 | i | i
CC(OC(=O)CCc1nc2ccccc2c(=O)[nH]1)C(=O)Nc1ccc2c(c1)OCO2 (stereo unspecified) | -2 | i | i
O=C(Nc1nnc(SCC(=O)N2CCCc3ccccc32)s1)c1ccccc1 | -0.04 | i | i
COC(=O)[C@H]1C[C@@H]1[C@H](NC(=O)c1cnccn1)c1ccccc1 | 2.1 | i | i
CCN(CC)C(=O)/C(=C/c1cn(S(=O)(=O)N(C)C)c2ccccc12)NC(=O)c1ccc(OC)cc1 | 0.48 | i | i
c1ccc(-n2nnnc2Oc2ccc(-c3nnco3)cc2)cc1 | -0.39 | i | i
O=C(CN1CCCCCC1)Nc1ccc(Br)cn1 | 1.1 | i | i
COc1ccccc1OCCC(=O)OCC(=O)Nc1ncc(Cl)cc1Cl | -0.73 | i | i
CN(C(=O)c1ccccc1)c1ccc(OCC(=O)NC2CCS(=O)(=O)C2)cc1 (stereo unspecified) | 0.65 | i | i
Cc1ccc(NC(=O)C2CC(=O)N/C(=N/N=C/c3ccco3)S2)cc1C (stereo unspecified) | -0.22 | i | i
O=C1N(CC(=O)N2CCc3ccccc32)CCN1Cc1ccccc1Cl | 2.1 | i | i
CCc1ccc(/C=N/NC(=O)C(=O)NCCCN2CCOCC2)cc1 | -0.04 | i | i
Cc1cc(C)nc(SCC(=O)c2ccc(F)c(C)c2)n1 | -0.25 | i | i
CCc1nn(C(C)C(=O)NC(C)CCc2ccco2)c(=O)c2cc3occc3n12 (stereo unspecified) | 0.21 | -5.9* | i

Other results
canonical_smiles | Kir21 block | CHT block | KCNQ2 inh
O=[N+]([O-])c1ccc(/C=N/Nc2nc(N3CCCCCC3)nc(N3CCCCCC3)n2)o1 | -0.94 | i | i
Cc1csc(OCC(=O)Nc2ccc(C)c(C)c2)n1 | 1.5 | i | i
Cc1ccccc1OCC(=O)OCC(=O)c1ccc(-c2ccccc2)cc1 | 0 | i | i
CNC(=O)COc1coc(CN2CCN(c3ccc(F)cc3)CC2)cc1=O | 0.22 | i | i
CCOC(=O)c1c(/N=C/c2cccc(C)c2O)sc2c1CCN(C)C2 | 0.97 | i | i
COc1cc(C(=S)N2CCCCC2)ccc1OCC(=O)Nc1ccccc1Cl | -0.15 | i | i
Cc1nc(C)n(CC(O)COc2ccc(C(=O)c3ccccc3)cc2)n1 (stereo unspecified) | 0.03 | i | i
NS(=O)(=O)c1cnccc1NCCc1ccccc1 | 1.1 | i | i
CCOc1ccc2nc(NS(=O)(=O)c3ccc(NC(C)=O)cc3)sc2c1 | -1.9 | i | i
CN1CCN(C(CNC(=O)c2ccc(Br)o2)c2ccc(F)cc2)CC1 (stereo unspecified) | 0.38 | i | i
COc1ccc(S(=O)(=O)Nc2ccccn2)c(C)c1C | 0.3 | i | i
CCn1c(SCC(=O)N2CCCC2)nc2ccccc2c1=O | 0.98 | i | i
O=C(Nc1nc(-c2ccccc2)cs1)C1COc2ccccc2O1 (stereo unspecified) | -1.2 | i | i
CCCCn1c(SCC(=O)c2ccccc2)nc2c1c(=O)[nH]c(=O)n2C | 0.55 | i | i
CCC(C)N(C(=O)COc1ccc(NC(C)=O)cc1)C1CCS(=O)(=O)C1 (stereo unspecified) | 0.12 | i | i
Clc1ccc(-c2[nH]ncc2N=Nc2ccccc2)cc1 | 0.8 | i | i
COc1ccc(-c2csc(N(CCCN3CCOCC3)C(=O)c3ccco3)n2)cc1 | 0.08 | i | i
CSc1ccccc1C(=O)N(C)C(c1ccccc1)c1ccccc1 | -2.3 | i | -5.7*
CCN(CC)CC(=O)N1N=C(c2cccs2)CC1c1ccco1 (stereo unspecified) | -0.02 | i | i
O=C(NCCc1ccccc1)N1CCCC(CNS(=O)(=O)Cc2ccccc2)C1 (stereo unspecified) | 2.8 | i | i
CN1C(=O)NC(NC(=O)c2ccncc2)(C(F)(F)F)C1=O (stereo unspecified) | 0.22 | i | i
Cc1cccc(NS(=O)(=O)c2cc3c4c(c2)CC(=O)N4CCC3)c1C | -0.73 | i | i
CCS(=O)(=O)c1ccc2oc(SCC(=O)NC3CCCC(C)C3C)nc2c1 (stereo unspecified) | -0.55 | i | i
CCCN1C(=O)SC(CC(=O)Nc2ccc(Br)cc2)C1=O (stereo unspecified) | -0.19 | i | i
O=C(O)c1ccccc1C(=O)Nc1ccc(Oc2ccccc2)cc1 | -0.57 | i | i
O=c1c(-c2ccccc2)c[nH]n1-c1cccc([N+](=O)[O-])c1 | 1.3 | -6.2* | i
CSc1ccccc1NC(=O)Nc1cccc(Cl)c1 | -0.62 | i | i
O=C(NC(=S)Nc1cccc2ncccc12)c1ccccc1 | -1.8 | i | i
CCOC(=O)c1cc(-c2ccc(Cl)s2)nc2c1c(C)nn2C | -3.1 | / | i
O=C(CN(CCc1ccccc1)Cc1ccccc1)Oc1ccccc1P(=O)(O)O | 3.4 | i | i
CCCCOC(=O)CSCC(=O)Nc1cc(C)on1 | -1.1 | i | i
CCN(CC(=O)Nc1ccc(C(C)=O)cc1)CC(=O)Nc1cccc(OC)c1 | 0 | i | i
C=CCc1cccc(/C=C/c2cc(=O)c3ccccc3[nH]2)c1O | -0.1 | i | i
O=C1NCCN1C(=O)c1ccccc1F | 0.03 | i | i
C=CCNC(=O)c1cccc(OC2CCN(CC(C)(C)C)CC2)c1 | -2 | i | i
CNC(=O)/C=C/c1cc(C(=O)c2ccc(Cl)cc2Cl)cn1C | -0.19 | i | i
Cc1nnc(SCC(=O)N(C(C)C)C(C)C)[nH]c1=O | 1.8 | i | i
COc1nc(N)c(S(=O)(=O)c2ccc(C)cc2)cc1C#N | -0.06 | i | i
CCN(CC(=O)Nc1ccc(NC(C)=O)cc1)C(=O)/C=C/c1c(C)nn(-c2ccc(F)cc2)c1C | -0.23 | i | i
Cc1sc(NC(=O)CSc2nnnn2C2CCCCC2)c(C#N)c1C | -0.51 | i | i
COc1ccc(-n2ncc3c(=O)n(CC(=O)N4CCCc5ccccc54)cnc32)cc1 | 2.1 | i | i
Clc1ccc(C2[C@H]3CN(CC4CCCCC4)[C@H](c4ccccc4)C34CC2(c2ccccc2)C4)cn1 (stereo partly specified) | 0 | i | i
CCN(CC)CCNC(=O)/C(=C/c1cn(C)c2ccccc12)NC(=O)c1ccc(OC)c(OC)c1 | -0.56 | i | i
O=C(CCl)N1CCN2C(=O)c3ccccc3C12c1ccc(Cl)cc1 (stereo unspecified) | -4.6* | i | i
CCn1c(CNC(=O)c2ccccc2F)cc2ccccc21 | -0.02 | i | i
CCc1nn(CC(=O)Nc2cc(C)ccc2C)c(=N)s1 | 1.3 | i | i
CSc1ccc(CN2CCCN(C)CC2)cc1 | 0.01 | i | i
COC(=O)c1c(NC(=O)CCC(=O)O)sc2c1CCCCC2 | 0.93 | i | i
O=C(COC(=O)C1=COCCO1)NC1CCCCC1 | -0.17 | i | i
O=C(NCCC1=CCCCC1)c1cc2ccccc2oc1=O | 0.87 | i | i
O=C1CC2(CCN(C(=O)C3CC(=O)N(c4ccccc4)C3)CC2)Oc2ccccc21 (stereo unspecified) | 2.2 | i | i
CC1CCCCC1n1c(=S)[nH]c2ccccc2c1=O (stereo unspecified) | 0.02 | i | i
COc1ccc(/C=C/C(=O)Nc2ccc(NC(C)=O)cc2)cc1S(=O)(=O)N1CCOCC1 | -2.2 | i | i
Cc1ccccc1[C@@H]1C(C#N)=C(N)S[C@H]1C(=O)c1ccccc1 | -1.1 | i | i
CC(C)C(NC(=O)CN(c1cccc(F)c1)S(C)(=O)=O)C(C)C | -0.12 | i | i
